NSD2 HMT inh: blocks human histone methyltransferase NSD2; O96028; NSD2 peptide methylation, AlphaScreen, 120 min; inhibition, % at 12.5 µM; hit rate 0.54% among 310,000; in the data active means inhibition above about 50%
dFosB act: enhances mouse delta FosB homodimer DNA binding; purified delta FosB, TAMRA-CDK5 oligo fluorescence polarization; percent of positive-control signal above neutral wells; hit rate 0.99% among 340,000; P13346; activation, % at 25 µM;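 active means mean activation above about 17%, with every replicate also reaching it, limit read from the data, passing the limit was not always enough; inconclusive means only one of the two conditions met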;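 further: fluorescence polarization rise as delta FosB binds a TAMRA Cdk5 AP-1 oligo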
CAL PDZ FP-1: human CAL PDZ-peptide interaction inhibition. Q9HD26. purified CAL PDZ, TMR-peptide fluorescence polarization, 1 h. inhibition, % at 20 µM. hit rate 0.02% among 330,000. AID 504414;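 active means highest replicate inhibition of at least 40%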;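 further: plate controls were DMSO neutral control wells for no effect and unlabeled competitor peptide control wells for full effect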
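Material: tagged CAL PDZ domain; buffer or medium: 25 mM sodium phosphate pH 7.4, 150 mM NaCl, TCEP, IgG, Thesit; compound dosing: single point, 20 µM; schedule: 1 h incubation at room temperature before polarization reading; measured by: FP readout, S and P plane fluorescence; read-out basis: percent inhibition from loss of millipolarization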
CAL PDZ FP-2: blocks peptide binding to the human CAL PDZ domain | purified CAL PDZ, TMR-peptide fluorescence polarization, 1 h | AID 602252 | inhibition, % at 24.9 µM | hit rate 0.92% among 300,000;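 active means mean inhibition of at least 30% with at least half of replicates also reaching 30%; inconclusive means no clear call, values can overlap the other calls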;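 further: 0% = DMSO neutral control and 100% = excess unlabeled competitor peptide PRC23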
MITF act: increases MITF-driven TRPM1 promoter luciferase signal. AID 588334. activation, % at 12.5 µM. SK-MEL-5 TRPM1-promoter luciferase, 24 h; % of positive control, neutral wells = 0. hit rate 0.75% among 300,000;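 active means mean activation of at least 80% with every replicate also reaching 80%; inconclusive means mean reaches 80% but some replicate falls short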;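 further: 0% = neutral control wells and 100% = parthenolide positive control wells; values of inactives mirror those of a sister screen read the other way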
SR-BI DiI inh: mouse SR-BI HDL lipid transfer inhibition; AID 488896; ldlA[mSR-BI] CHO cells, DiI-HDL uptake fluorescence, 3 h; hit rate 0.96% among 320,000; inhibition, % at 12.5 µM; Q61009;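 active means mean replicate inhibition of at least 70% and a set share of replicates each scoring 70 or more; inconclusive means meets just one of the two criteria; inactive means fails both criteria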;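 further: 0% = median of neutral control wells and 100% = median of positive control wells; values of inactives mirror those of a sister screen read the other way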
Target sequence (Q61009 whole entry, looked up): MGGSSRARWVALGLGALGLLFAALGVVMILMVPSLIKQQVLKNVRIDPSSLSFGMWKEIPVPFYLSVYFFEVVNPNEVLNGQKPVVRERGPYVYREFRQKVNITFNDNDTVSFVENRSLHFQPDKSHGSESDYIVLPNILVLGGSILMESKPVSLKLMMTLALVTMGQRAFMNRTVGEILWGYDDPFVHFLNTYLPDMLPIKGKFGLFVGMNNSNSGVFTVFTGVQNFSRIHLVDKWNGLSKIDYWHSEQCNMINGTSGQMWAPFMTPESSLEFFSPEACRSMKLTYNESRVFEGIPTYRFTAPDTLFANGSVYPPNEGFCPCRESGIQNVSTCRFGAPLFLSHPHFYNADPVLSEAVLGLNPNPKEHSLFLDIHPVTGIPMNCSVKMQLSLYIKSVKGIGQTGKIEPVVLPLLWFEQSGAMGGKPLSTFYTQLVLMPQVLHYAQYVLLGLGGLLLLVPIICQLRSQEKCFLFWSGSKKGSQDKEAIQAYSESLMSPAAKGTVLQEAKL
SR-BI uptake up: activators of SR-BI mediated HDL lipid uptake; CHO ldlA[mSR-BI] cells, DiI-HDL uptake fluorescence, 3 h; 100 = double the neutral-control signal; activation, % at 12.5 µM; hit rate 0.096% among 320,000;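 active means mean replicate activation of at least 60% and every replicate at or above 60%; inconclusive means mean or all-replicate condition met, but not both; inactive means mean below 60% and not all replicates reaching 60%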;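 further: 0% = median plate neutral-control signal and 100% = twice that signal; values of inactives mirror those of a sister screen read the other way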
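Test system: SR-BI-overexpressing, LDLR-lacking CHO cells. Measured by: DiI fluorescence, bottom read. Medium: Ham's F12 with 0.5% BSA, HEPES 25 mM, pH 7.4. Timing: 3 h uptake period with compound, 37 °C.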
PfHsp90 yeast 2: inhibits growth of yeast expressing Plasmodium falciparum Hsp90; hit rate 0.32% among 310,000; inhibition, % at 9.4 µM; S. cerevisiae expressing PfHsp90, BacTiter-Glo ATP, 48 h; yeast lacking PDR1 and PDR3 efflux regulators;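 active means every replicate shows inhibition above about 80%, whatever the replicate mean, limit read from the data; inconclusive means mean inhibition reaches the set limit but some replicate falls short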;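 further: 0% = DMSO neutral controls and 100% = 20 µM radicicol positive controls; yeast relying on Plasmodium falciparum Hsp90 in place of its own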
Rtt109 HAT inh: inhibitors of Candida albicans Rtt109/Vps75 histone acetyltransferase; inhibition, % at 34.9 µM; purified Rtt109/Vps75, ThioGlo CoA-SH fluorescence, 4 h; Q5AAJ8; hit rate 0.16% among 330,000;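 active means inhibition of at least 50% in every replicate; inconclusive means best replicate reaches 50% inhibition but some replicates fall short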
Target sequence (Q5AAJ8 whole entry, looked up): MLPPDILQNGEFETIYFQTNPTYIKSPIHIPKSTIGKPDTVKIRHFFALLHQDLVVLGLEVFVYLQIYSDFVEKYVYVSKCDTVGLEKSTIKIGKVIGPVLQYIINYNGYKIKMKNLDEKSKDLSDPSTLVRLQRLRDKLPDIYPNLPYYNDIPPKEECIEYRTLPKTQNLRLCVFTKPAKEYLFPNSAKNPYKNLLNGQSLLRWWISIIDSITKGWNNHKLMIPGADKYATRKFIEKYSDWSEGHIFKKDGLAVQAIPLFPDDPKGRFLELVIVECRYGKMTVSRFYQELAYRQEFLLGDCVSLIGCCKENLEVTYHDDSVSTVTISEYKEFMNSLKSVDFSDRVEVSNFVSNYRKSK
PvdQ acylase: P. aeruginosa PvdQ acylase inhibition | purified PvdQ acylase, fluorescence plate reader | inhibition, % at 10 µM | hit rate 0.063% among 340,000 | AID 488965; in the data active means inhibition above about 30%, passing the limit was not always enough; inconclusive means no clear call, values can overlap the other calls;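 further: 0% = vehicle neutral wells and 100% = reference inhibitor wells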
Starred values were filed as active, the others as inactive; ? = inconclusive; / = not tested or not shown.

SMILES	NSD2 HMT inh	dFosB act	CAL PDZ FP-1	CAL PDZ FP-2	MITF act	SR-BI DiI inh	SR-BI uptake up	PfHsp90 yeast 2	Rtt109 HAT inh	PvdQ acylase
COc1ccc(N2C(=O)CC(c3ccccc3)CC2=O)cc1	/	-4.2	-2.8	1.5	0.4	-6.6	6.6	-17.7	-0.7	-0.3
Cc1ccc(C)c(S(=O)(=O)c2c[nH]c(=S)[nH]c2=O)c1	2.1	-0.6	-0.4	/	-5.5	4.1	-4.1	-27.1	-2.7	-3.7
COc1ccccc1/C=C/C(=O)Nc1cccc(S(=O)(=O)N2CCOCC2)c1	-0.4	-24.8	-5.1	/	14.0	84.9*	-84.9	3.1	12.0	-16.8
COc1ccc(CNC(=O)CSc2nc3ccc(C)cc3[nH]2)cc1	-0.4	-11.9	-2.1	-2.6	-10.2	3.9	-3.9	1.4	/	-15.5
CSc1ccccc1C(=O)Nc1cc(C)cc(C)c1	2.0	-7.1	-1.8	-1.2	12.9	40.3	-40.3	-23.7	8.7	-1.5
Cn1c(CSCc2ccc(Cl)cc2)nnc1SCC(=O)Nc1nc2ccccc2s1	-1.6	-7.0	0.1	-3.2	-4.9	21.1	-21.1	-27.2	-15.3	0.8
COc1cccc(-c2cc3nc(-c4ccccc4)cc(=O)n3[nH]2)c1	0.2	-11.1	-3.7	-1.3	-8.5	3.6	-3.6	0.5	9.1	-11.2
CCOc1ccc(S(=O)(=O)Nc2cc(OC)c(OC)cc2C(=O)O)cc1	/	4.3	-0.7	/	/	-16.9	16.9	/	-4.7	-5.2
COc1ccc(-n2nc(C(=O)NCC(=O)N(C)Cc3ccccc3)c3ccccc3c2=O)c(OC)c1	5.8	-10.3	-1.6	-5.8	12.9	6.8	-6.8	17.2	5.3	4.1
O=C(Nc1cccc2ccccc12)NC1CCS(=O)(=O)C1 (stereo unspecified)	-0.7	-4.0	-2.6	-2.0	2.6	-5.6	5.6	2.9	-2.7	-9.1
COC(=O)NNC(=O)c1ccccc1OC	-3.4	-4.9	-1.3	-0.8	-4.5	/	/	-5.7	-1.2	-17.2
CC(=O)Nc1ccc(S(=O)(=O)NC2C3(C)CCC(C3)C2(C)C)cc1 (stereo unspecified)	-6.8	1.1	-1.6	/	-5.7	3.9	-3.9	8.6	5.8	4.8
c1ccc(-c2ccc(CN3C[C@@H]4C(c5ccccc5)C5(c6ccccc6)CC4(C5)[C@H]3c3ccccc3)cc2)cc1 (stereo partly specified)	/	-4.2	0.2	-1.0	2.5	-52.5	52.5	-18.7	-9.0	-9.0
CCN(c1ccccc1)S(=O)(=O)c1ccc(OC)c(NC(=O)C2CC2)c1	-0.3	-5.4	-1.4	1.8	-2.6	-13.7	13.7	13.0	6.1	7.0
Oc1ccccc1C=NCCN=Cc1ccccc1O	14.6	-2.3	0.2	-3.7	-9.2	/	/	-19.7	5.3	-10.5

Part of the list above, with two lines to a compound:
Every second line gives: NSD2 HMT inh | dFosB act | CAL PDZ FP-1 | CAL PDZ FP-2 | MITF act | SR-BI DiI inh | SR-BI uptake up | PfHsp90 yeast 2 | Rtt109 HAT inh | PvdQ acylase
CC(=O)Nc1ccc(S(=O)(=O)NC2C3(C)CCC(C3)C2(C)C)cc1 (stereo unspecified)
→ -6.8 | 1.1 | -1.6 | / | -5.7 | 3.9 | -3.9 | 8.6 | 5.8 | 4.8
c1ccc(-c2ccc(CN3C[C@@H]4C(c5ccccc5)C5(c6ccccc6)CC4(C5)[C@H]3c3ccccc3)cc2)cc1 (stereo partly specified)
→ / | -4.2 | 0.2 | -1.0 | 2.5 | -52.5 | 52.5 | -18.7 | -9.0 | -9.0

Next entries.
SMILES	NSD2 HMT inh	dFosB act	CAL PDZ FP-1	CAL PDZ FP-2	MITF act	SR-BI DiI inh	SR-BI uptake up	PfHsp90 yeast 2	Rtt109 HAT inh	PvdQ acylase
CC(C)(C)NCc1ccc(OCc2cccs2)cc1	-1.2	-6.9	-1.7	-3.3	0.0	-9.7	9.7	/	-7.0	-10.8
Cn1nc(C(=O)OCC(=O)Nc2ccccc2OC(F)F)c2ccccc2c1=O	0.4	-4.7	1.1	0.0	-1.9	-2.7	2.7	/	-12.2	-12.2
Cc1ccc(CC2(OCCN(C)C)CCC(C(C)(C)C)CC2)cc1 (stereo unspecified)	13.1	9.6	-0.8	-2.0	-55.5	-9.3	9.3	-16.0	4.6	-13.0
Cc1cccc(NC(=S)N2CCC(N(C)CC3CCCO3)CC2)c1C (stereo unspecified)	1.3	1.7	-2.5	-5.4	0.5	-27.3	27.3	1.2	0.3	7.5
COc1ccc(C2NC(=O)NC3=C2C(=O)CCC3)cc1 (stereo unspecified)	-1.3	-3.1	0.7	-3.1	-1.7	-36.0	36.0	2.7	-1.8	-8.6
O=C(O)c1cccc(-n2c(-c3cnccn3)n[nH]c2=S)c1	-0.2	-6.6	-0.9	-3.4	4.3	-4.7	4.7	-17.2	-8.6	9.5
COc1cccc(O)c1CN1CCCC(C(=O)c2cccc(C(F)(F)F)c2)C1 (stereo unspecified)	/	-1.7	-0.6	/	0.7	-4.8	4.8	-17.6	0.7	-8.8
O=c1ccc(Cl)nn1-c1ccccc1	2.1	-2.6	-0.5	/	/	-6.0	6.0	12.0	0.5	-13.8
COc1ccc(-n2ncc3c2CC(C)(C)CC3NC(=O)CCN2CCCC2=O)cc1 (stereo unspecified)	-1.2	-10.4	-1.8	-3.5	1.1	-21.5	21.5	-13.7	0.8	-4.1
Cc1ccc(C2(C(F)(F)F)NC(=O)N3CCCN=C3S2)cc1 (stereo unspecified)	-1.2	-6.4	-3.2	-1.4	-2.4	-18.5	18.5	/	-4.1	-7.3
COc1ccc(-c2cc(C(=O)N(C)CC(=O)Nc3cccc(F)c3)c3ccccc3n2)cc1	-2.8	-0.1	-2.6	-5.2	1.5	22.8	-22.8	7.8	4.2	-7.6
Cc1ccc(-n2nc3c(=O)n(CCCC(=O)N4CCCCC4)nc(C)c3c2C)cc1	0.4	-9.3	-0.5	/	-11.6	28.6	-28.6	35.9	-7.0	-10.3
CN(C)C(=O)COc1ccc(S(=O)(=O)c2ccc(OCC(=O)N(C)C)cc2)cc1	-0.7	4.4	-0.7	-1.9	21.0	-0.7	0.7	2.9	-2.3	-0.4
Cc1ccc(-n2nc3c(c2NC(=O)c2c(F)cccc2Cl)CS(=O)(=O)C3)cc1C	-0.8	-2.3	-3.7	-1.3	10.4	3.0	-3.0	16.7	13.4	-16.9
CC(C)C(NC(=O)c1cccs1)C(=O)NC1=NCCS1 (stereo unspecified)	-1.2	8.7	-0.7	8.8	-11.5	-25.5	25.5	-21.7	-13.4	-7.7
O=C(O)c1ccc(/C=N/Nc2cccc(C(F)(F)F)c2)cc1	1.8	4.4	1.9	-1.3	111.2*	-14.1	14.1	-5.6	3.8	-9.2
O=C(CC(=O)Nc1ccccc1C(F)(F)F)Nc1ccccc1C(F)(F)F	-1.8	-5.9	-5.6	-6.0	1.7	0.2	-0.2	-24.1	-1.6	-10.9
CCN(CC)N=Nc1ccc(C(=O)O)cc1	-2.0	2.2	-0.7	-3.5	-1.1	-18.6	18.6	-8.8	0.3	-2.6
O=C(O)C1=C[C@@H](c2ccc3c(c2)OCO3)C[C@@H](OCCCCO)O1	/	1.4	-0.6	-0.2	-1.0	-15.3	15.3	17.4	-3.4	-9.8
COc1ccc(Cc2nnc(SCC(=O)Nc3ccc(C)c(C)c3)o2)cc1OC	0.9	10.1	-1.0	/	-15.0	/	/	0.8	16.1	-9.9
CC(C)(C)c1ccc(-c2cc(C(=O)NNC(=O)Nc3ccccc3)c3ccccc3n2)cc1	3.8	1.5	-1.7	-1.9	?	0.5	-0.5	10.7	21.7	8.6
O=C(NCc1ccco1)c1nc2ncccn2n1	-4.9	-0.6	0.7	-4.7	6.7	-17.8	17.8	6.2	13.2	-24.6
CCc1nnc(NC(=O)CSc2nnc(-c3ccccc3O)o2)s1	-5.8	-18.1	-1.1	1.7	5.1	-8.8	8.8	-29.3	8.7	8.3
CCC(=O)Nc1ccc2c(c1)nc(CCN1CCCCC1)n2C	-2.0	7.2	-0.7	-3.6	/	-17.9	17.9	-2.5	-0.5	-4.3
CN1CCN(c2nc3ccccn3c(=O)c2C=C(C#N)C#N)CC1	0.8	-2.3	-0.7	-2.7	4.6	-11.4	11.4	-39.3	3.8	7.3
COc1ccccc1N1CCN(C(=O)c2cc3c(=O)n(C)c4ccccc4c3n2C)CC1	/	-13.3	-1.5	/	0.9	6.5	-6.5	14.8	-15.0	-12.4
CC(C)(C)C(=O)COC(=O)c1ccc(N)c([N+](=O)[O-])c1	-1.7	-1.2	0.0	-2.2	5.5	-1.5	1.5	8.8	-6.5	-3.3
CC(C)(CNC(=O)Cc1ccc(Br)cc1)N1CCOCC1	14.9	0.2	-2.0	-2.8	1.7	/	/	4.9	9.3	0.2
COc1ccc(NC(=O)c2ccccc2)cc1	/	4.5	0.7	-4.2	108.1*	-0.8	0.8	-4.5	6.0	0.5
COc1cc(/C=C2/SC(=S)N(CC(=O)NC(C)(C)C)C2=O)cc(OC)c1OC	-1.9	-0.8	-0.9	-1.3	-19.9	29.5	-29.5	-14.3	-4.6	4.4
CCCCCn1c(CN2CCN(CCO)CC2)nc2c1c(=O)n(C)c(=O)n2C	/	-4.7	-0.3	-4.6	-4.4	-13.5	13.5	5.1	-4.4	-16.3
CCN(C(C)=O)c1nc(CCl)cs1	-1.0	-3.2	-2.3	-3.5	-4.8	-19.1	19.1	6.3	-5.0	-0.5
O=C(CN(c1ccc(Cl)c(C(F)(F)F)c1)S(=O)(=O)c1ccccc1)N/N=C/c1cccc2c1OCCO2	-1.2	-12.3	/	-0.1	-10.3	41.3	-41.3	-15.9	-9.7	9.1
Cc1cc(C(=O)NNC(=S)NCc2ccccc2)cs1	-1.5	-13.4	0.6	0.1	-2.7	3.2	-3.2	-9.3	-29.7	-29.8
O=C(c1cc2ccccc2o1)N1CCN(S(=O)(=O)c2ccccc2)CC1	0.4	-13.7	0.8	/	15.0	-21.2	21.2	22.4	-7.9	-6.4
Cc1ccc(S(=O)(=O)N(C)C)cc1NC(=S)Nc1cccc2ccccc12	/	-15.0	-0.4	-0.4	-17.1	9.3	-9.3	14.3	1.4	-12.9
CN(C)NC(=O)c1csnc1-c1c(Cl)cccc1Cl	-3.7	-1.7	-0.8	-2.3	/	-9.0	9.0	2.6	-7.0	-7.7
CCc1ccc(C2C(C#N)=C(N)N(N(C)C)C3=C2C(=O)CCC3)cc1 (stereo unspecified)	0.8	-4.9	-0.1	-1.0	1.1	11.9	-11.9	-4.9	1.9	-0.9

From PubChem BioAssay

Rows were taken by chance; about 4.3% have a hit in one of these screens.
